# OXTR agonist – agonists of human oxytocin receptor | CHO-OTR cells, Fluo-8 calcium fluorescence; normalized: DMSO 0%, oxytocin 100% | activation, % at 3 µM | actives 0.32% (n = 320,000);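 active = activation above the mean of all tested compounds plus 3 SD, cutoff set per screening run, cut at about 20% in these data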;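 note: peak over basal fluorescence ratio from a 100 s FLIPR kinetic read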
# TAAR1 antag – human TAAR1 antagonism. actives 1.5% (n = 360,000). inhibition, % at 3 µM. Q96RJ0. CHO RD-HGA16 TAAR1, Fluo-8 calcium fluorescence, antagonist;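 active = inhibition above a per-plate cutoff, the mean inhibition of test compounds on that plate plus 3 SD, cut at about 49% in these data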;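 note: 0% = DMSO plus EC80 beta-PEA response and 100% = DMSO alone without agonist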
# Target sequence (Q96RJ0 whole entry, looked up): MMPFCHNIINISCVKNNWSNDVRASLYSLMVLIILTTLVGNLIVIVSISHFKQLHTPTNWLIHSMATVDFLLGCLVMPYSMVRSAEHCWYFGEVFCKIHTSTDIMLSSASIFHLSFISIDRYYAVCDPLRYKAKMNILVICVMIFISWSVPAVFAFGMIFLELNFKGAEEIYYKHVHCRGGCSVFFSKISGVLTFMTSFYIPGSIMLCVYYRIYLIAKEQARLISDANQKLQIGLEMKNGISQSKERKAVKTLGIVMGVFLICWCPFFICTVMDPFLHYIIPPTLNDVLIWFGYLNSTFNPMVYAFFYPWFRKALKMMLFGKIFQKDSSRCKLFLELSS
#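 Material: RD-HGA16 CHO cells with stable hTAAR1 and Gα16; Dosing: single nominal final test compound concentration of 3 µM; Schedule: seeding 17-24 h prior, 75-min 37 °C, 30-min RT dye loading; Detection: kinetic Fluo-8 calcium fluorescence measurement; Measure: % inhibition from peak post-agonist over basal fluorescence ratio; Benchmarks: vehicle and agonist controls.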
# TAAR1 agonist – human TAAR1 agonism | Q96RJ0 | CHO RD-HGA16 TAAR1, Fluo-8 calcium fluorescence; vehicle wells 0%, saturating PEA agonist 100% | activation, % at 3 µM | actives 0.99% (n = 360,000);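 active = activation above the mean activation of all test compounds in the run plus 3 SD, cut at about 38% in these data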
#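 test system = CHO RD-HGA16 cells carrying human TAAR1 plus Gα16 | schedule = 17-24 h seeding, 75 min 37 °C dye, 30 min RT | compound dosing = 3 µM single concentration | control set = DMSO and PEA EC100 | replicates = n 1 | signal = Fluo-8 fluorescence, 5 s baseline then 140 s kinetic read | measure = percent activation vs PEA EC100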
# M1 ag – human M1 muscarinic receptor agonism. CHO-K1 hM1, Fluo-8 calcium fluorescence, agonist mode; 0% DMSO, 100% acetylcholine EC100. activation, % at 3 µM. actives 0.33% (n = 360,000);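 active = activation above the run's mean compound activation plus 3 SD, cut at about 16% in these data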;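 note: peak over basal fluorescence ratio within a 140 s kinetic read after compound addition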
# Target sequence (P11229 whole entry, looked up): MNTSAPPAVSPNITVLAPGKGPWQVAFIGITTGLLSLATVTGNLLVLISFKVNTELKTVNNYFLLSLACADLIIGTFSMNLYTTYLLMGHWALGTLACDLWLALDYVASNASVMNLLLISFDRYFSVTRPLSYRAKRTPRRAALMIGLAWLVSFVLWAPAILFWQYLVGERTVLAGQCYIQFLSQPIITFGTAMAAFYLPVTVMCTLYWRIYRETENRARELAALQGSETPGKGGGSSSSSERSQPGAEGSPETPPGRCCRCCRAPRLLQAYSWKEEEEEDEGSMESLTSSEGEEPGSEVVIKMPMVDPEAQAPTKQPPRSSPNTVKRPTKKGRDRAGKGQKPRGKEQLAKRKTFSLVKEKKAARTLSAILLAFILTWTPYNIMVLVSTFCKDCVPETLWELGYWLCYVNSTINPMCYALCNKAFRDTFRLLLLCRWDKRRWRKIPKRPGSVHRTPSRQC
# M1 PAM – potentiates human M1 receptor response to acetylcholine. CHO-K1 hM1, Fluo-8 calcium fluorescence, ACh EC20; 0% = ACh EC20, 100% = maximal ACh. actives 0.088% (n = 360,000). activation, % at 3 µM. P11229; in the data active = activation above about 19%, passing the limit was not always enough
# CHO parental Ca – counter-screen for OX1R antagonists: effect in parental CHO cells; parental CHO-K1, ATP-induced calcium, Fluo-8 fluorescence; inhibition, % at 5.6 µM; actives 0.63% (n = 330,000); AID 463079;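 active = inhibition above that plate's mean sample inhibition plus 3 SD, cut at about 26% in these data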;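 note: 0% = ATP-challenged DMSO wells and 100% = DMSO wells without ATP; some compounds past the cut are filed as inactive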
#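 Material: parental CHO cells / Compound: single nominal dose of 5.6 µM per compound / Signal: Fluo-8 fluorescence / Replicates: singlicate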
# CHRM1 antagonist – blocks human M1 muscarinic receptor; CHO-K1 hM1, Fluo-8 calcium fluorescence, ACh EC80 antagonist; P11229; AID 588852; actives 1.3% (n = 360,000); inhibition, % at 3 µM;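 active = percent inhibition above its own plate's cutoff, namely the mean of that plate's compound wells plus 3 SD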;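 note: peak over basal fluorescence ratio during 140 s after agonist addition; 0% = ACh EC80 plus DMSO and 100% = DMSO alone without agonist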
# OXTR potentiate – potentiates the human oxytocin receptor response | actives 0.061% (n = 320,000) | CHO-OTR cells, Fluo-8 calcium fluorescence, potentiator mode; 0% = oxytocin EC15, 100% = EC100 | P30559 | activation, % at 3 µM | AID 2445;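 active = activation above that plate's cutoff, the mean activation of tested compounds plus 3 SD, cut at about 6.6% in these data, passing the limit was not always enough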;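 note: 100% uses oxytocin at 75 nM as the full agonist control; some results filed as inactive read as strong as hits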
#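 Material: human OTR in CHO cells. Compound: 3.0 µM, one dose. Timing: compound 6 min at room temperature before oxytocin, 100 s read. Evaluation: % activation of max/min ratio relative to oxytocin controls. Replication: single well per compound, singlicate. Signal: Fluo-8 calcium dye fluorescence.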
# V1R ag counter – counter-screen for oxytocin receptor agonists: human V1a receptor agonists; CHO-V1R cells, Fluo-8 calcium fluorescence, agonist mode; 0% DMSO, 100% 3 nM vasopressin; actives 0.25% (n = 320,000); activation, % at 3 µM;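 active = activation above the mean activation of all tested compounds plus 3 SD, per screening run, cut at about 20% in these data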;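 note: signal is peak over basal fluorescence ratio across a 100 second FLIPR read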
# * marks the source's active call; other numbers are inactive results; · = not tested or not shown.
# Values run as follows: OXTR agonist	TAAR1 antag	TAAR1 agonist	M1 ag	M1 PAM	CHO parental Ca	CHRM1 antagonist	OXTR potentiate	V1R ag counter
1	CC(C)CN1C(=O)/C(=C/c2ccco2)NC1=S
 : -0.6	1	1	-6	1	-3	4	-3	0.8
2	CC1CCCC(C)N1CC(O)COCc1ccccc1F (configuration not stated)
 : 0.1	8	4	-9	4	0	-11	-2	0.5
3	C=CCN(c1ccccc1OC)S(=O)(=O)c1cccc(C(=O)Nc2nnc(C3CC3)s2)c1
 : -2.4	-9	19	-1	-1	-22	3	-12	0.1
4	COCCCNC(=O)CN1CCN(Cc2ccc(Cl)cc2)C1=O
 : -0.6	-16	4	-3	8	-7	-10	-3	0.1
5	O=C(O)c1ccc(/C=C2\COc3ccccc3C2=O)cc1
 : 0.3	-37	4	-3	7	-5	-2	-3	-0.1
6	O=C(Nc1nc2ccccc2[nH]1)C1CCCO1 (configuration not stated)
 : 0.7	-15	13	-4	0	3	-16	-1	0.2
7	CCc1nnc(NC(=O)c2ccc(S(=O)(=O)N3CCc4ccccc4C3)cc2)s1
 : -0.8	-1	3	-5	3	-2	1	-5	-0.1
8	O=C(Nc1ccc2c(c1)OCCO2)c1ccncc1
 : -1.7	12	-1	-3	9	1	-17	-8	-1.0
9	CC(=O)c1ccc(-n2c(CCC(=O)O)ccc2-c2ccc(Br)cc2)cc1
 : 1.0	-2	1	-2	0	-11	0	-8	1.5
10	COc1cccc(NC(=O)CSc2nc3n[nH]c(C)c3c(=N)n2-c2cccc(OC)c2)c1
 : -2.1	7	-1	-4	6	-18	-49	-4	-0.3
11	COc1ccc(S(=O)(=O)N(CC(=O)NC2CC2)C2CCCCC2)cc1Cl
 : 0.2	-4	-1	-5	10	-21	-18	-6	-0.3
12	CCN(C(=O)CSc1nc2ccc(C)cc2[nH]1)C1CCS(=O)(=O)C1 (configuration not stated)
 : 0.5	7	1	-4	16	-21	-15	-3	1.2
13	COC(=O)CCCCCN1C(=O)NC(c2ccccc2)C(C(=O)OCc2ccccc2)=C1C (configuration not stated)
 : 1.0	33	8	-3	14	21	-4	-10	1.9
14	CC(CN1C(C)CCCC1C)OC(=O)c1ccc(Cl)cc1 (configuration not stated)
 : -0.3	3	2	-7	-8	0	25	-8	-0.4
15	CCN(c1nc(C)cc(OC)n1)S(=O)(=O)c1ccccc1
 : -1.6	-5	10	-7	0	-5	-6	-6	-1.8
16	CCOc1ccc(S(=O)(=O)Nc2ccc(C(=O)NCCCN3CCCC3=O)cc2)cc1
 : 1.7	-15	0	-2	11	-8	-9	0	2.6
17	CCOC(=O)C1=C(COC(=O)/C=C/c2cccc(OC)c2OC)NC(=O)NC1C (configuration not stated)
 : 8.1	73*	19	1	-4	-18	17	-7	4.8
18	O=c1oc(Cc2ccccc2)nc2ccccc12
 : -1.1	-23	1	-2	-5	2	7	-5	0.4
19	CC(C)S(=O)(=O)c1csc(NC(=O)Nc2cc(Cl)ccc2Cl)c1Cl
 : 0.4	-20	1	-3	3	-11	-4	-5	-1.4
20	CC1=C(C(=O)N(C)C)CC(CC(=O)NCC2CCCCC2)C(=O)N1Cc1ccc(C(C)(C)C)cc1 (configuration not stated)
 : ·	-34	-2	-7	0	·	-8	·	·
21	O=C(O)c1ccc(S(=O)(=O)c2ccccc2C(=O)O)c([N+](=O)[O-])c1
 : 0.0	-5	8	-4	5	-4	0	3	8.7
22	CCOC(=O)C1=C(CN2CCN(C(=O)c3ccco3)CC2)NC(=O)NC1c1ccc(F)cc1 (configuration not stated)
 : 0.5	3	0	-3	0	-20	0	-6	-0.4
23	COc1ccccc1N1CCN(CC(=O)c2c(C)[nH]c3cc(C)ccc23)CC1
 : 0.6	2	6	-3	-2	-11	1	-17	-0.1
24	Cc1ccc(S(=O)(=O)Nc2ccccc2-c2ccccc2NS(=O)(=O)c2ccc(C)cc2)cc1
 : 0.6	49*	0	-3	-7	-5	8	-16	1.8
25	COc1ccc(CCNC(=O)C(=O)c2cn(CC(=O)N3CCOCC3)c3ccccc23)cc1
 : 0.8	-19	11	-2	6	-15	-6	-5	0.1
26	Cc1cccc2cc(C#N)c(SCCN3CCCCC3)nc12
 : -0.6	·	·	·	·	-11	·	-17	-0.4
27	Cc1ccc(C)c(S(=O)(=O)NCC(c2ccco2)N2CCc3ccccc3C2)c1 (configuration not stated)
 : -1.0	7	3	-4	3	-11	-7	-19	0.7
28	CC(SC#N)C(=O)C12CC3CC(CC(C3)C1)C2 (configuration not stated)
 : -1.3	-17	4	-11	9	6	-11	-4	-2.0
29	COc1ccc(CN2CCC2(C)C(=O)Nc2cccc(NS(C)(=O)=O)c2)c2ccccc12 (configuration not stated)
 : ·	-5	7	0	-2	·	-8	·	·
30	COC(=O)c1ccc(Cn2nnc3c(=O)[nH]c(C4CCCN(S(=O)(=O)c5ccccc5Cl)C4)nc32)cc1 (configuration not stated)
 : -0.2	-2	14	-3	3	-12	0	1	0.3

# (list continues)
# Values run as follows: OXTR agonist	TAAR1 antag	TAAR1 agonist	M1 ag	M1 PAM	CHO parental Ca	CHRM1 antagonist	OXTR potentiate	V1R ag counter
31	O=C(CNC(=O)c1ccc(-c2ccccc2)cc1)OCc1c(Cl)cccc1Cl
 : -1.3	-18	1	-4	-1	-7	2	-6	1.0
32	COCCn1nnnc1C(c1cccc(C#N)c1)N1CCCCCC1 (configuration not stated)
 : -2.0	-14	18	-4	2	-6	1	-5	-0.3
33	COc1ccc(CNC(=O)C2CCN(S(=O)(=O)N3CCCC3)CC2)cc1
 : 1.2	-18	2	-1	7	8	-8	-3	0.8
34	COc1ccc(-n2c(Cc3cc(=O)[nH]c(=O)[nH]3)nnc2SCC(=O)N2CCCC2)cc1
 : 1.0	-21	3	-7	1	5	-1	-5	0.2
35	COCCNC(=O)C(c1ccc(O)cc1)N(Cc1ccco1)C(=O)CCC(=O)Nc1nccs1 (configuration not stated)
 : -1.1	8	7	-2	0	-10	4	-11	-0.1
36	COC(=O)CN1C(=O)Nc2ccc(Cl)cc2C1c1ccccc1 (configuration not stated)
 : 2.2	-8	3	-9	-23	-25	34	-11	1.4
37	Cc1cc(C)c(S(=O)(=O)Nc2cccc(S(=O)(=O)N3CCOCC3)c2)c(C)c1
 : 0.3	-18	1	-3	3	-16	-4	-13	2.7
38	Cc1c(C(=O)N2CCCCC2)sc(N)c1C#N
 : -0.1	15	-1	-1	10	9	-10	-6	2.2
39	COc1ccc(NS(=O)(=O)c2ccc(NC(=S)NC(=O)CC(C)C)cc2)cc1
 : 22*	48	42*	14	0	44*	-15	-24	19
40	COc1ccc(CCNC(=S)N2CCN(S(=O)(=O)c3ccccc3F)CC2)cc1
 : 3.8	12	3	1	-1	2	4	-11	4.3
41	O=C1CN(c2nc(-c3cccnc3)nc3scc(-c4ccccc4)c23)CCN1
 : -0.8	-11	3	-6	5	-11	-8	0	0.8
42	CC1(C(=O)NS(=O)(=O)c2ccc3ccccc3c2)CCN1C(=O)CC1CCCCC1 (configuration not stated)
 : ·	-13	-1	-3	3	·	-11	·	·
43	Cc1ccc2c(c1)NC(=O)C(CC(=O)Nc1ccc(CN3CCC(C)CC3)cc1)O2 (configuration not stated)
 : 1.0	·	·	-13	-35	-4	101*	-8	0.0
44	O=C(NNc1cc(Br)c(O)c(Br)c1)c1ccccc1
 : 0.5	1	8	0	15	3	-9	-2	-0.4
45	CCOc1ccc2nnc(-c3ccc(Br)cc3)n2n1
 : -0.1	-12	0	-2	-1	-4	4	-5	-0.2
46	CCN(CC(=O)NCCN1CCOCC1)S(=O)(=O)c1ccc(F)cc1
 : 0.8	-7	-3	-6	7	4	-10	3	0.1
47	COc1ccc(-c2cc(C#N)nc(N3CCNCC3)n2)cc1
 : -1.9	-16	7	-6	6	-15	-5	-1	-0.7
48	Cc1nc2cc(NS(=O)(=O)c3ccccc3F)ccc2s1
 : 3.2	6	0	-1	7	-13	-13	-7	4.0
49	S=C(NCc1ccco1)Nc1ccccc1Cl
 : 0.2	1	5	-2	13	-7	-19	-2	-0.7
50	COc1ccccc1C1=NOC(CN2C(=O)c3ccccc3S2(=O)=O)C1 (configuration not stated)
 : 0.7	18	10	0	2	-2	-11	0	1.2
51	O=C(N/N=C/c1ccc(OCc2ccc(F)cc2)cc1)c1ccccc1
 : 5.6	5	43*	-3	5	4	0	-17	1.4

# In another format: entries from further up.
(39) COc1ccc(NS(=O)(=O)c2ccc(NC(=S)NC(=O)CC(C)C)cc2)cc1
(40) COc1ccc(CCNC(=S)N2CCN(S(=O)(=O)c3ccccc3F)CC2)cc1
(41) O=C1CN(c2nc(-c3cccnc3)nc3scc(-c4ccccc4)c23)CCN1
(42) CC1(C(=O)NS(=O)(=O)c2ccc3ccccc3c2)CCN1C(=O)CC1CCCCC1 (configuration not stated)
(43) Cc1ccc2c(c1)NC(=O)C(CC(=O)Nc1ccc(CN3CCC(C)CC3)cc1)O2 (configuration not stated)
(44) O=C(NNc1cc(Br)c(O)c(Br)c1)c1ccccc1
(45) CCOc1ccc2nnc(-c3ccc(Br)cc3)n2n1
(46) CCN(CC(=O)NCCN1CCOCC1)S(=O)(=O)c1ccc(F)cc1
entry no.	39	40	41	42	43	44	45	46
OXTR agonist	22*	3.8	-0.8	·	1.0	0.5	-0.1	0.8
TAAR1 antag	48	12	-11	-13	·	1	-12	-7
TAAR1 agonist	42*	3	3	-1	·	8	0	-3
M1 ag	14	1	-6	-3	-13	0	-2	-6
M1 PAM	0	-1	5	3	-35	15	-1	7
CHO parental Ca	44*	2	-11	·	-4	3	-4	4
CHRM1 antagonist	-15	4	-8	-11	101*	-9	4	-10
OXTR potentiate	-24	-11	0	·	-8	-2	-5	3
V1R ag counter	19	4.3	0.8	·	0.0	-0.4	-0.2	0.1

(47) COc1ccc(-c2cc(C#N)nc(N3CCNCC3)n2)cc1
(48) Cc1nc2cc(NS(=O)(=O)c3ccccc3F)ccc2s1
(49) S=C(NCc1ccco1)Nc1ccccc1Cl
(50) COc1ccccc1C1=NOC(CN2C(=O)c3ccccc3S2(=O)=O)C1 (configuration not stated)
(51) O=C(N/N=C/c1ccc(OCc2ccc(F)cc2)cc1)c1ccccc1
entry no.	47	48	49	50	51
OXTR agonist	-1.9	3.2	0.2	0.7	5.6
TAAR1 antag	-16	6	1	18	5
TAAR1 agonist	7	0	5	10	43*
M1 ag	-6	-1	-2	0	-3
M1 PAM	6	7	13	2	5
CHO parental Ca	-15	-13	-7	-2	4
CHRM1 antagonist	-5	-13	-19	-11	0
OXTR potentiate	-1	-7	-2	0	-17
V1R ag counter	-0.7	4.0	-0.7	1.2	1.4

# Screens: PubChem BioAssay, The Scripps Research Institute Molecular Screening Center
